Source: PubChem BioAssay
p53ts 39C kill – qHTS Screen for Compounds that Selectively Target Cancer Cells with p53 Mutations: Cytotoxicity of p53ts Cells at the Nonpermissive Temperature. H1299-p53A138V viability at 39C, ATP luminescence, 24 h. Potency, µM (series often up to 46.1 µM), for inactives: top-dose activity change, negative = cell killing, hits mostly cytotoxic. hit rate 1.5% among 130,000; note: nearly all actives have a fitted effect of over 55% in size
IkB signaling – IkB Signaling; ABC-DLBCL IkBa-CBG/CBR dual luciferase ratio, 4 h; response scale: scaled: untreated 0%, proteasome inhibitor 100%; Potency, µM (top dose mostly 57.1 µM), for inactives: at the highest dose IkBa stabilization activation; hit rate 0.04% among 110,000; active = well fitted curve in the direction sought with a large enough effect in the signal ratio, not every such curve was filed as active; inconclusive = small, poorly fitted or top-dose-only effect, or a change in a side signal; the % refers to the signal ratio;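 note: the direction sought is a rising ratio; 0% = basal untreated cells and 100% = reference inhibitor full response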
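Curves were fitted separately to fusion (green), unfused (red) and ratio luminescence, then classed by r2, magnitude and activity. Cells: OCI-Ly3, 4 h compound plus doxycycline at 37C; 10 uM MG-132 defined full response.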
p53ts 32C tox – qHTS Screen for Compounds that Selectively Target Cancer Cells with p53 Mutations: Cytotoxicity of p53ts Cells at the Permissive Temperature. H1299-p53A138V at 32C, ATP luminescence viability, 24 h. Potency, µM (highest dose often 46.1 µM), for inactives: at the top dose activity change, negative = cytotoxicity, usual class: cytotoxic. hit rate 0.93% among 130,000. AID 924, 2007;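 note: 0% = DMSO and -100% = full killing by reference compound; nearly all actives have a fitted effect of over 55% in size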
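Viability by ATPlite luminescence after 24 h compound treatment (up to 46 uM) at the permissive 32C. Cells are H1299 carrying p53 A138V. Scale runs from DMSO basal to 100 uM tamoxifen as full kill; AC50 from Hill fits.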
Peg3 imprint – qHTS Assay for Compounds that Induce Erasure of Genomic Imprints. mouse ES Peg3-LacZ reporter, beta-gal luminescence, 40 h. Potency, µM (doses to about 60.7 µM), without a hit: top-dose activity change, positive = activation, usual class: activators. hit rate 0.02% among 110,000;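 note: 0% = negative control wells on the plate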
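Each well holds 300 Peg3LacZ-Neo (maternal) female ES cells incubated 40 h at 37C, 5% CO2. LacZ is measured by BetaGlo luminescence, with AC50 and maximum efficacy derived from dose-response curves.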
* = called active by the depositor; ? = inconclusive; . = no result given; [ ] = remark or other dose. Unless noted, calls come from the whole dose curve; as a rule, active = well fitted curve in the direction sought with a large enough effect; inconclusive = small, poorly fitted or top-dose-only effect, or another doubt; inactive = no such curve, though single readings can be large; an effect the other way counts as inactive or inconclusive. Unless noted, % is set by controls: 0 for no effect and ±100 for the full control effect; potency is the fitted concentration of half-maximal effect.

SMILES | p53ts 39C kill | IkB signaling | p53ts 32C tox | Peg3 imprint
Cc1cc(C(=O)Nc2c(C)nn(Cc3c(Cl)cccc3Cl)c2C)no1 | -13.6% | 1.6% | -7.5% | -13.8%
O=C(C1CCN(S(=O)(=O)c2cccc3cccnc23)CC1)N1CCN(c2ccccn2)CC1 | -16.0% | -0.3% | -7.4% | -10.6%
COc1cc(C(=O)Nc2ccc3c(c2)OCCO3)ccc1-n1cnnn1 | -13.2% | -1.1% | -18.5% | -9.2%
O=C1CC(c2nc3ccccc3n2CCCOc2ccccc2)CN1c1ccc(F)cc1 (centres undefined) | -16.0% | ? | 0.9% | 4.9%[10.9 µM]
COc1cc(C/C=C/c2ccccc2)c(OC)cc1O | -15.3% | . | ? | -6.2%
CC(Sc1nnc(-c2ccc(Cl)cc2)n1C)C(N)=O (centres undefined) | -3.3% | 0.5% | 3.0% | -3.9%
CC1CCN(S(=O)(=O)c2ccc3nc(N4CCN(c5ccc(F)cc5)CC4)ccc3c2)CC1 | -15.6% | -1.5% | -7.7% | 15.4%[10.9 µM]
CCCN(CCc1ccccc1)[C@H]1CCc2c(O)cccc2C1 | 5.7% | -9.8% | -16.0% | .
COc1ccc(OCC(O)Cn2ccnc2C)cc1 (centres undefined) | 22.1% | . | -3.0% | .
CSc1nnc(-c2ccc(S(=O)(=O)N3CCCC3)cc2)n1C | -6.6% | -1.2% | 3.1% | -5.9%

3 entries from above, with tabs:
canonical_smiles	p53ts 39C kill	IkB signaling	p53ts 32C tox	Peg3 imprint
CCCN(CCc1ccccc1)[C@H]1CCc2c(O)cccc2C1	5.7%	-9.8%	-16.0%	.
COc1ccc(OCC(O)Cn2ccnc2C)cc1 (centres undefined)	22.1%	.	-3.0%	.
CSc1nnc(-c2ccc(S(=O)(=O)N3CCCC3)cc2)n1C	-6.6%	-1.2%	3.1%	-5.9%

Remaining list, next part.
SMILES | p53ts 39C kill | IkB signaling | p53ts 32C tox | Peg3 imprint
CC1CCCN(Cc2c(O)ccc3c(=O)c(-c4ccc(Cl)cc4)c(C(F)(F)F)oc23)C1 (centres undefined) | -8.9% | 5.3% | -1.2% | -10.7%[10.9 µM]
COc1ccc(OC)c(S(=O)(=O)N2CCCc3ccccc32)c1 | 14.8% | 2.6% | 9.5% | 3.0%
COCCn1c(=O)c(-c2cn(C)c3ccccc23)nc2cnc(N3CCNCC3)nc21 | -1.9% | -1.3%[11.4 µM] | -4.6% | -15.6%
Cc1cc(F)ccc1NCc1ccccc1-c1nnc(-c2ccccc2Cl)o1 | -16.4% | 2.3% | -7.9% | -9.5%[10.9 µM]
N#Cc1nc(Cc2cccc3ccccc23)oc1N1CCC(C(N)=O)CC1 | 11.7% | 2.5% | 6.2% | -19.2%
CN(C)c1ccc(C2N3CC4(C)CN2CC(C)(C3)C4O)cc1 (centres undefined) | -1.4% | -0.1% | 0.1% | -5.0%
COc1ccc(C(=O)Nc2nnc(-c3ccccc3)o2)cc1OC | -25.4% | ? | -9.8% | -15.4%
C=CCn1c2ccccc2c2nnc(SCC(=O)OCN3C(=O)c4ccccc4C3=O)nc21 | 28.0% | . | 8.0% | .
CCn1c(CSc2nc(C)cs2)nc2cc(S(=O)(=O)N(C)C)ccc21 | -1.1% | 0.4% | 9.8% | -10.2%
CCOCCCn1c(=S)[nH]c2cc(C(=O)N3CCN(C)CC3)ccc2c1=O | 21.7% | 0.4% | -0.9% | -1.4%
CCOc1ccccc1N1CCN(S(=O)(=O)c2ccc3c4c(cccc24)C(=O)N3)CC1 | 15.9% | ? | 18.9% | -17.8%
COc1ccc(C2NC(c3ccc(OC)c(OC)c3OC)C(C)C(=O)C2C)c(OC)c1OC (centres undefined) | -1.1% | 1.1% | -0.4% | -17.9%
C=CCn1cnc2c(c1=O)c1nc3ccccc3nc1n2-c1ccc(C)cc1 | -7.8% | . | 13.8% | .
Cc1ccc(Cn2c(=O)c3ccccc3n3c(SCC(=O)N4CCCCC4C)nnc23)cc1 (centres undefined) | -4.7% | 1.2% | 5.1% | -9.6%
CCOc1cc(NC(=S)NCc2ccco2)c(OCC)cc1NC(=O)CC(C)C | 17.7% | . | -4.7% | .
COc1cc2c(cc1NC(=O)C1CCCO1)oc1ccccc12 (centres undefined) | -10.7% | -2.6% | 0.1% | -23.3%
O=C(c1ccc(Br)cc1)N1CCC(c2nc3ccccc3s2)CC1 | ? | 1.1% | -13.2% | 9.6%[10.9 µM]
CCOC(=O)c1ccc(N2C(=O)c3n[nH]c(C)c3C2c2ccccc2OC)cc1 (centres undefined) | 37.5%[activator] | 0.8% | 21.4% | 21.1%[10.9 µM]
CCc1cc2cc(C(=O)Nc3ccc(F)cc3)sc2s1 | 10.9% | . | 9.3% | .
CC(C)CC(=O)Nc1cccc(-c2cn3ccsc3n2)c1 | ? | -0.1% | ? | -11.1%
O=C(NCc1cn2ccsc2n1)c1c(F)cccc1Cl | -7.3% | 2.8% | -3.9% | -6.4%
S=C1NCCOCCOCCOCCNC(=S)NCCOCCOCCOCCN1 | 10.3% | . | -3.0% | .
COc1ccc(C2CC(c3ccc(Br)cc3)Nc3nc(N)nn32)cc1 (centres undefined) | -4.5% | -1.0% | -1.4% | -8.1%
O=C(/C=C/c1ccc(F)cc1)NCCc1ccc2c(c1)OCCO2 | -10.1% | . | -15.6% | .
COC(=O)c1ccc(CSc2nnnn2Cc2ccccc2)cc1 | 5.5% | 4.9% | -8.5% | -2.4%
Cc1ccc(NC(=O)/C=C/c2ccc(C)o2)c(C)c1 | -11.7% | 5.1% | -7.6% | -9.9%[10.9 µM]
Cc1cc(NC(=O)Cn2c(=O)n(Cc3ccccc3)c(=O)c3ccccc32)no1 | -10.4% | 0.1% | -8.8% | -17.8%
Cc1ccccc1NC(=O)c1c(O)c2cccc3c2n(c1=O)CCC3 | -11.4% | 0.8% | -1.7% | -5.4%
COc1ccc(Br)cc1CNC(=O)CCc1nc(-c2ccccc2F)no1 | -19.6% | ? | -9.6% | -8.5%
O=C(CCCCCN1C(=O)CCC1=O)Nc1ccc2c(c1)OCCO2 | 5.2% | 3.9% | -14.4% | -19.6%

Look-ups from above:
For p53ts 39C kill, O=C(/C=C/c1ccc(F)cc1)NCCc1ccc2c(c1)OCCO2 shows -10.1%
For IkB signaling, Cc1ccccc1NC(=O)c1c(O)c2cccc3c2n(c1=O)CCC3 shows 0.8%

(next part)
SMILES | p53ts 39C kill | IkB signaling | p53ts 32C tox | Peg3 imprint
COc1ccc(-c2nnc3sc(-c4cccs4)nn23)cc1OC | -1.3% | -3.8% | 6.2% | 9.4%
COC(=O)c1ccccc1NS(=O)(=O)c1ccc(F)cc1 | 5.7% | 1.0% | 2.7% | -7.2%
CCOc1ccc(-c2nonc2NC(=O)c2oc3ccc(CC)cc3c2C)cc1 | -11.7% | 3.7% | -13.7% | 21.1%[10.9 µM]
Cc1cnc(CNc2ncnc3ccc(-c4ccc(C(=O)N(C)C)cc4)cc23)cn1 | 4.0% | 0.8%[11.4 µM] | 7.2% | -5.0%
CCSc1cc(C2C(C(=O)OC)=C(C)NC3=C2C(=O)CCC3)c(C)o1 (centres undefined) | 16.6% | 2.2% | 13.5% | -7.1%
Cc1ccc(NC(=O)/C=C\C(=O)N(c2ccc(C(C)C)cc2)C(C(=O)NCc2ccco2)c2ccc(Cl)cc2)cc1 (centres undefined) | -8.9% | ? | 7.5% | -12.2%[10.9 µM]
O=c1ccc2cc3ccoc3cc2o1 | -16.2% | 0.0%[11.4 µM] | -3.0% | -2.6%
Cc1ccc(C(=O)N(Cc2ccco2)Cc2sccc2C)cc1 | -8.4% | ? | 13.4% | -8.2%[10.9 µM]
CCCOc1ccc2ccccc2c1/C=N/n1cnnc1 | -1.5% | -1.2% | -5.2% | -0.3%
COc1cc(S(=O)(=O)N2CCN(c3ccccc3)CC2)ccc1Cl | -2.1% | 3.7% | 0.2% | -17.7%
O=C(O)c1ccc(-n2c(-c3ccccc3)n[nH]c2=S)cc1 | 7.4% | ? | 1.1% | 4.8%
Cc1cccc(C)c1N(CC(=O)Nc1cccc(N(C)S(C)(=O)=O)c1)S(C)(=O)=O | 6.5% | -0.4% | -1.6% | -12.5%
CCCC(c1nnnn1C1CCCC1)N1CCN(c2ccccc2F)CC1 (centres undefined) | 3.0% | 1.5% | -2.7% | -6.2%
COc1ccc(C2(C(=O)NCCCN(C)C)CCOCC2)cc1 | -1.2% | 14.5% | -8.0% | 1.9%
Cc1ccc(S(=O)(=O)NC(=O)COc2ccccc2C(N)=O)cc1 | 2.0% | 1.6% | 2.0% | -0.8%
COc1ccc(-n2c(=O)c(-c3ccccc3)nc3cnc(N4CCOCC4)nc32)cc1 | -5.2% | -1.1%[11.4 µM] | 5.5% | 18.4%
COCCCNC(=O)c1ccc2nc(Cc3ccc(OC)cc3)oc2c1 | -6.8% | -2.5% | -8.2% | -10.7%[10.9 µM]
Cc1ccccc1-c1nc(N(C)C)c2ccccc2n1 | -22.2% | 1.1%[11.4 µM] | 12.2% | -7.8%
Cc1ccc(NC(=O)C2CCCN(S(=O)(=O)c3c(C)noc3C)C2)nc1 (centres undefined) | 2.8% | -2.6% | -5.2% | -18.8%
Oc1c(C(c2ccc(F)cc2)N2CCOCC2)sc2nc(-c3ccco3)nn12 (centres undefined) | -13.6% | 0.4% | -4.7% | -11.4%[10.9 µM]
COCC(=O)N1CCc2cc(OC)c(OC)cc2C1COc1ccc2c(C)cc(=O)oc2c1 (centres undefined) | 24.3% | -3.2% | 6.4% | -1.1%[10.9 µM]
O=C(c1ccc(F)cc1)C1CCN(C(=O)NCc2ccccc2)CC1 | 6.5% | 1.3% | -15.7% | -27.3%
CC(=O)NCCNc1ccnc(-c2ccccc2C)n1 | 1.8% | 3.8%[11.4 µM] | 12.6% | 4.0%
Cc1ccc(C(=O)c2sc(Nc3ccc(F)cc3)nc2N)c(C)c1 | ? | ? | 5.8% | -5.1%[10.9 µM]
CC(C)C(=O)Nc1nnc(SCC(=O)NCc2cccs2)s1 | 1.0% | 0.4% | -5.2% | -3.2%
CC(=O)c1cccc(NC(=O)CN2C=NS(=O)(=O)c3ccc(C)cc32)c1 | -13.8% | -0.7% | 14.4% | -12.7%[10.9 µM]
CCOC(=O)c1cc(NC(=O)c2cccnc2)cc(C(=O)OCC)c1 | 9.8% | -1.1% | 0.3% | 3.4%
COc1ccc(-n2nc(C(=O)N3CCCCC3)c3c4ccccc4n(C)c3c2=O)cc1Cl | 3.5% | -2.7% | 10.4% | -1.6%[10.9 µM]
COc1ccc(C(=O)NCC(C)CN(C)C)cc1 (centres undefined) | -3.6% | 0.5% | -0.1% | -1.6%
CCn1c(C)nc2cc(S(=O)(=O)N3CCCC3)ccc21 | 3.4% | -0.1% | -0.5% | -16.3%
O=C(CN(c1ccccc1F)S(=O)(=O)c1ccccc1)N1CCCCCC1 | -5.4% | 3.9% | -1.4% | -1.1%
O=C(c1cn(-c2ccccc2)nc1-c1cccs1)N1CCN(c2ccccn2)CC1 | -23.6% | ? | -23.7% | -12.7%
Cc1cc2c(c(N3CCOCC3)n1)C(=O)OC2 | -7.2% | 0.0% | -1.7% | 23.4%
COCC(=O)N1c2nc(C(C)C)nn2C2(CCCCC2)[C@@H]2CCCC[C@@H]21 | -6.2% | -1.5% | -9.9% | -15.6%[10.9 µM]
Cc1ccc(-c2nc(-c3cccnc3)no2)cc1 | ? | ? | ? | -65.9%[inhibitor]
Cc1ccc(OCC(=O)OCc2cc(=O)n3nc(C4CC4)sc3n2)cc1C | -10.6% | -1.1% | 2.6% | -12.9%[10.9 µM]
O=C(Nc1cc(Cl)cc(Cl)c1)c1cc(S(=O)(=O)NC2CCCC2)ccc1F | ? | ? | ? | -13.4%[10.9 µM]
O=C(Nc1cccc(NC(=O)N2CCN(c3ccccc3)CC2)c1)N1CCN(c2ccccc2)CC1 | -14.3% | ? | -6.1% | -19.6%
CCc1ccc(C(=O)CSc2ncn[nH]2)cc1 | -10.9% | 4.7% | -27.1% | -67.5%[inhibitor]
CC(C)N1C(=O)CCC1C(=O)NCc1ccccc1Cl (centres undefined) | 7.5% | -0.7% | 5.9% | -9.7%
CCOC(=O)N1CCC(C(=O)Nc2ccc(OCC)cc2)CC1 | 6.1% | -3.6% | -4.0% | -13.6%
